esBAF inh = SWI/SNF esBAF complex inhibition | reporter increase, % at 12.5 µM | 350,000 compounds, 2% hits | mouse ES cells, Bmi1-luciferase knock-in reporter, 24 h; 100% = twice the neutral-well signal; in the data active = activation above about 40%;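 also: 0% = median of the plate's neutral control wells and 100% = double that signal; a rise in the Bmi1 reporter signal indicates esBAF inhibition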
RAD54 branch = RAD54 (human) branch migration inhibition; RAD54 Holliday junction branch migration, FAM/BHQ fluorescence; inhibition, % at 10.4 µM; 360,000 compounds, 0.14% hits; AID 602329;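 active = mean normalized replicate activity at least 40 and at least half of replicates scoring 40 or more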;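 also: 0% = median of neutral control wells and 100% = median of positive control wells; inhibitors cause a drop in the FAM fluorescence signal; in these data hits start at about 50%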
Target sequence (Q92698 whole entry, looked up): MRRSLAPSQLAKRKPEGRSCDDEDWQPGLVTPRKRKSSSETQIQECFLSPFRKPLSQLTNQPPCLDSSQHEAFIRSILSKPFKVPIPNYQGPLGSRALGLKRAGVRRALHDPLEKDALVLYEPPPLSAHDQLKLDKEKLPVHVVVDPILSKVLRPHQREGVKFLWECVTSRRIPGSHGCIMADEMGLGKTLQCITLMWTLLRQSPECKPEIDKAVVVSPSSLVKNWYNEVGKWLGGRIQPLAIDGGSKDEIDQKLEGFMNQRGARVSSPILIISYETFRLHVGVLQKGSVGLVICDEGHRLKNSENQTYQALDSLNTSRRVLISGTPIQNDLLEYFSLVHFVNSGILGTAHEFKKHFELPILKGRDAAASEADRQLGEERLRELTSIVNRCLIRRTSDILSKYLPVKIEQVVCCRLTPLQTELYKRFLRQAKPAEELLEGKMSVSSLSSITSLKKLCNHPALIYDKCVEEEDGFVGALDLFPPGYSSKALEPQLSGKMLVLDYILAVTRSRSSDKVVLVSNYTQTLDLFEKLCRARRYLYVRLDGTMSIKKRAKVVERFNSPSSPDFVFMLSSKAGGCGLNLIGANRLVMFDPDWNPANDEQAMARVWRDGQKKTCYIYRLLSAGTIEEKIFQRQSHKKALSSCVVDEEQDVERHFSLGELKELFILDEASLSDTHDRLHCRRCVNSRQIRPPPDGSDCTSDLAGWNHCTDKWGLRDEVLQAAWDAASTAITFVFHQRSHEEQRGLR
S100A4 MyoIIA = inhibitors of human S100A4 binding to myosin IIA peptide; P26447; S100A4/TAMRA-MyoIIA peptide fluorescence polarization; inhibition, % at 10.7 µM; 360,000 compounds, 0.14% hits;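 active = mean inhibition of at least 70% across replicates, with every replicate also reaching that level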
Target sequence (P26447 whole entry, looked up): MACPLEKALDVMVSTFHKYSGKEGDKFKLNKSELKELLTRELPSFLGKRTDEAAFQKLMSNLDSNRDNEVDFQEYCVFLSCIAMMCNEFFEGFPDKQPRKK
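Material: S100A4 monomer (human). Medium: Calcium-containing HEPES buffer, pH 7.2. Probe or stimulus: labelled myosin peptide probe, 5 nM. Compound dosing: one concentration per compound. Timing: polarization read 5 min after assay mix addition, stable 5–60 min. Benchmarks: DMSO as neutral control, TFP as positive control.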
ERp5 block = inhibitors of human ERp5; Q15084; ERp5 insulin aggregation, absorbance 650 nm, 90 min; inhibition, % at 9.99 µM; 350,000 compounds, 0.05% hits;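 active = mean replicate inhibition above about 25%, with every replicate also reaching it, limit read from the data, passing the limit was not always enough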
RAD52 anneal inh = inhibitors of human RAD52 DNA annealing. AID 651710. P43351. 360,000 compounds, 0.46% hits. inhibition, % at 18.7 µM. recombinant RAD52 DNA annealing, FRET fluorescence;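 active = every replicate showing at least 50% inhibition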
E-sel inducer = induces E-selectin expression in human endothelial cells; P16581; 260,000 compounds, 0.37% hits; activation, % at 7.58 µM; HUVEC E-selectin immunofluorescence imaging; normalized: neutral wells 0, TNF-alpha wells 100;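 active = mean E-selectin-positive cell signal at least 10% of the positive control, reached in at least 60% of replicates, without over 20% cell loss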;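 also: in these data hits start at about 27%; measured in HUVEC primary endothelial cells; signal is the percent of cells scored E-selectin positive by PE staining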
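Read-out basis: % PE-positive cells; Test system: HUVEC primary endothelial cells; Technique: immunofluorescence imaging; Dosing: single-point compound dose.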
ERAP1 inh = blocks human ERAP1 aminopeptidase activity | Q9NZ08 | recombinant ERAP1, Leu-AMC fluorescence, 60 min | inhibition, % at 10.7 µM | 340,000 compounds, 0.15% hits | AID 652197;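 active = mean replicate inhibition of at least 30%, or all replicates individually reaching that 30% level; inactive = mean below 30% and not every replicate reaching it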;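 also: 0% = neutral control wells and 100% = L-leucinethiol positive control wells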
Xi reactivation = X-chromosome reactivation activator; XiGFP mouse fibroblasts, % GFP-positive cells imaging, 3 d; cells co-treated with 5-aza-dC sensitizer; scaled so ellipticine positive control = 100%; activation, % at 7.58 µM; 360,000 compounds, 0.055% hits;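 active = mean normalized replicate activation at least 10% and every replicate at or above 10%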;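 also: 0% = median of on-plate neutral control wells and 100% = ellipticine 6 µM median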
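Schedule: 3 d treatment, 15 min room-temperature fixation; system: 68-5-11 XiGFP fibroblast line; buffer or medium: DMEM plus 5-aza-dC sensitizer; control set: ellipticine 6 µM positive control; compound: one concentration, pinned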
Starred values were filed as active, the others as inactive; / = no result given; & = joins results of further samples.

canonical_smiles | esBAF inh | RAD54 branch | S100A4 MyoIIA | ERp5 block | RAD52 anneal inh | E-sel inducer | ERAP1 inh | Xi reactivation
CN(C)c1ccc(NC(=O)c2ccc3c(c2)nnn3C)cc1 | 25 | -11 | 0 | 1 | -6 | 0.1 | 1 | 0.0
CC(=O)c1c(C)[nH]c(C(=O)NCc2ccccc2F)c1C | 3 | 8 | 0 | 1 | -11 | / | -3 | /
CCC(=O)N1[C@@H]2Cn3c(ccc(-c4ccccc4)c3=O)[C@H]1[C@@H](C(=O)N(C)C)[C@@H]2CO | 4 | 15 | 19 | -4 | -2 | 0.5 | 1 | 0.3
O=C(CN(Cc1ccc(F)cc1)C(=O)CCC(=O)Nc1ccccn1)NCCc1ccccc1 | 2 | -1 | -15 | 1 | -11 | 0.3 | -6 | 0.1
CSc1nc2ccc3nc(NC(=O)c4ccc(C)cc4)sc3c2s1 | 21 | 2 | -3 | 3 | -5 | -0.4 | -2 | 0.0
Cc1ccc2nc(C)cc(C(=O)OCC(=O)Nc3c(C)n(C)n(-c4ccccc4)c3=O)c2c1 | / | / | -6 | 1 | 5 | / | 3 | 0.0
CCN1CCN(C(C(=O)NC2CCCC2)c2cc3c(cc2[N+](=O)[O-])OCO3)CC1 (configuration not stated) | / | / | -6 | 7 | -12 | / | 0 | -0.2
COc1ccccc1C(CNC(=O)C1CCN(C(=O)Nc2ccccc2)CC1)N1CCCC1 (configuration not stated) | 1 | -2 | 4 | -4 | -16 | 0.4 | -3 | -0.1
COCCCNC(=S)Nc1ccc2nc(N3CCOCC3)cc(C)c2c1 | 7 | 6 | -1 | 2 | -7 | -0.2 | -4 | -0.1
Cc1ccc(S(=O)(=O)N(C)C)cc1NC(=O)CN1C(=O)NC2(CCCCCC2)C1=O | -3 | -11 | 1 | 1 | -10 | 0.1 | -2 | -0.1
COc1cccc(CNC(=O)C[C@H]2CC[C@@H]3[C@@H](COc4ccc(NC(=O)c5cccs5)cc4C(=O)N3C)O2)c1 | -1 | 4 | -1 | 3 | 9 | -0.3 | 0 | 0.0
Cc1ccc(NC(=O)CSCC(=O)Nc2ccccc2C(=O)NC2CC2)cc1 | -6 | 10 | -2 | -1 | -8 | -2.0 | -1 | -0.1
O=S1(=O)CCOCCN1Cc1ccccc1 | -7 | -6 | 0 | 0 | 0 | 1.2 | 0 | 0.2
CS(=O)(=O)c1sc(C#N)c2c1C(=O)CC(c1ccccc1)C2 (configuration not stated) | / | 11 | -6 | -2 | 1 | 1.1 | 5 | 5.3
c1ccc(CCOn2ccnc2)cc1 | -5 | 6 | -4 | 3 | -10 | / | -3 | 0.6
C[C@H]1CN([C@@H](C)CO)C(=O)Cc2cc(NS(C)(=O)=O)ccc2O[C@H]1CN(C)Cc1ccc(C(=O)Nc2ccccc2N)cc1 | -12 | 7 | -54 | 6 | -9 | 1.8 | -3 | -0.5
CC(C)[C@H](NC(N)=O)C(=O)Nc1ccc(Oc2ccccc2)cc1 | -5 | / | 1 | 0 | 2 | / | -4 | 0.0
COc1cc(OC)cc(-c2nc3ccccc3c(=O)n2OC(=O)c2ccccc2C)c1 | / | / | -1 | 0 | -10 | / | 12 | 0.4
COc1ccc(-c2cn(CCNC(=O)[C@H](Cc3ccccc3)NS(=O)(=O)c3ccc(C)cc3)nn2)cc1OC | / | 4 | 8 | 0 | 2 | / | -3 | /
C[C@H]1CN([C@@H](C)CO)S(=O)(=O)c2ccc(C#CC3CC3)cc2O[C@H]1CN(C)C(=O)c1ccccc1 | 2 | 16 | -2 | 2 | 5 | 21 | 3 | -0.9
Cc1ccc(C)c(OCC(=O)N(Cc2ccccc2)c2c(N)n(Cc3ccccc3)c(=O)[nH]c2=O)c1 | -1 | -7 | 1 | -2 | -20 | -0.1 | 0 | 0.3
Cc1cc(C)c2c(c1)OC(=O)CC2c1ccc2c(c1)OCO2 (configuration not stated) | 4 | 0 | 18 | 0 | 0 | 1.9 | / | -0.1
CCCCCC(=O)NC(CC(=O)OC)c1ccc2c(c1)OCO2 (configuration not stated) | / | / | -3 | 6 | -2 | 3.4 | 1 | 0.1
C[C@@H]1CCCCO[C@@H](CN(C)CC2CC2)[C@@H](C)CN([C@H](C)CO)C(=O)c2cc(NS(=O)(=O)c3ccccc3)ccc2O1 | -2 | 0 | 4 | 0 | 12 | 0.0 | 0 | 0.2
Cc1c(C)n2c(SCC(=O)N3CCCCCC3)nnc2[nH]c1=O | -8 | / | -6 | -6 | -4 | 0.1 | -1 | 0.1
O=C(C[C@@H]1CC[C@@H](NC(=O)Nc2ccc(C(F)(F)F)cc2)[C@@H](CO)O1)NCc1ccccn1 | 4 | 2 | 26 | 5 | 1 | -0.2 | -3 | -0.1
Cc1ccc(NC(=O)CSc2ccc(C(N)=O)cc2[N+](=O)[O-])cc1C | 4 | -6 | 20 | -4 | -9 | / | 11 | 0.1
CCCc1cc(=O)oc2c(C)c(OCC(=O)NCc3ccccn3)ccc12 | -2 | 6 | 1 | 2 | -2 | / | 3 | 0.5
Cc1ccc(S(=O)(=O)N(C)C[C@@H]2Oc3c(NS(=O)(=O)c4cccs4)cccc3C(=O)N([C@H](C)CO)C[C@H]2C)cc1 | 4 | -23 | 18 | 8 | -9 | 0.1 | 3 | -0.2
O=C(OCC(=O)N1CCN(c2ccccc2)CC1)c1cccc([N+](=O)[O-])c1 | -2 | -3 | -3 | -1 | -6 | / | 3 | 0.4

Rewritten with each value named: part of the list above.
structure: COc1ccccc1C(CNC(=O)C1CCN(C(=O)Nc2ccccc2)CC1)N1CCCC1 (configuration not stated)
  esBAF inh: 1	RAD54 branch: -2	S100A4 MyoIIA: 4	ERp5 block: -4	RAD52 anneal inh: -16	E-sel inducer: 0.4	ERAP1 inh: -3	Xi reactivation: -0.1
structure: COCCCNC(=S)Nc1ccc2nc(N3CCOCC3)cc(C)c2c1
  esBAF inh: 7	RAD54 branch: 6	S100A4 MyoIIA: -1	ERp5 block: 2	RAD52 anneal inh: -7	E-sel inducer: -0.2	ERAP1 inh: -4	Xi reactivation: -0.1

The listing continues.
canonical_smiles | esBAF inh | RAD54 branch | S100A4 MyoIIA | ERp5 block | RAD52 anneal inh | E-sel inducer | ERAP1 inh | Xi reactivation
C=CCNc1ncnc2sc(SC)nc12 | 0 | 5 | -6 | 3 | -9 | / | 0 | 0.6
CCCOc1ccc(N/C=C/C(=O)c2cc(OC)c(OC)c(OC)c2)cc1 | -4 | 2 | 1 | 4 | -52 | / | -4 | 0.2
O=C(C[C@H]1C[C@H]2c3cc(NC(=O)C4CCOCC4)ccc3O[C@H]2[C@@H](CO)O1)NCc1ccncc1 | -7 | -7 | 4 | -2 | -10 | -0.3 | 1 | 0.3
CO[C@H]1CN(C)C(=O)c2cc(NC(=O)c3nc4ccccc4s3)ccc2OC[C@@H](C)NC[C@@H]1C | 9 | 4 | -14 | 3 | -2 | -0.1 | 1 | 0.1
O=C(CC1CC1)N1CC2(C1)[C@H](c1ccccc1)[C@@H](CO)N2Cc1ccccn1 | / | / | -14 | 22 | -13 | 3.8 | -4 | 0.1
CC(=O)OCC1OC(COC(C)=O)(c2ccc(C)cc2)C(OC(C)=O)C1OC(C)=O (configuration not stated) | / | / | 3 | -8 | -4 | -0.5 | 0 | 0.0
C=CCSc1nc(C)cc(C(=O)OCC)c1C#N | 0 | -1 | -6 | 2 | -14 | / | / | -0.1
Cc1ccc(S(=O)(=O)N2CC[C@@H]3[C@@H](CO)N(C)c4ccc(-c5ccccc5F)cc4[C@@H]32)cc1 | 0 | 0 | -1 | -4 | 11 | -0.2 | -1 | 0.0
CCNc1sc(S(C)(=O)=O)nc1S(=O)(=O)c1ccc(Cl)cc1 | / | / | 4 | 1 | 7 | 4.0 | -3 | 0.1
CC(C)c1cccc(C(C)C)c1OC(=O)[C@H]1OC(c2ccc(Br)cc2)=C[C@@H]1c1ccc(Br)cc1 | -7 | -7 | 32 | -6 | -11 | -0.1 | 0 | 0.3
O=c1[nH][nH]c(C(F)(F)F)c1/C=N/N1CCOCC1 | / | / | -4 | 1 | -13 | 0.0 | -8 | 0.3
CCCNC(=O)C[C@H]1C[C@H]2c3cc(NC(=O)Cc4ccncc4)ccc3O[C@H]2[C@H](CO)O1 | -3 | -7 | / | / | / | 0.0 | / | -0.1
COc1cccc(S(=O)(=O)N[C@H]2CC[C@H](CC(=O)NCc3ccccc3)O[C@@H]2CO)c1 | 0 | 3 | 7 | 2 | 14 | -1.2 | 2 | 0.2
CCOCCCNCC(=O)NCC1CCCCC1 | / | / | 2 | -3 | -15 | 15 | 0 | 0.1
CNC(=O)c1c(NC(=O)C2=COCCO2)sc2c1CCC(C)C2 (configuration not stated) | 28 | 1 | -4 | -1 | -7 | 0.0 | 2 | -0.1
C[C@@H]1CN([C@H](C)CO)C(=O)c2cc(NC(=O)Nc3cccc4ccccc34)ccc2O[C@@H](C)CCCCO[C@H]1CN(C)S(=O)(=O)c1ccc(F)cc1 | -3 | 2 | -24 | -1 | -37 | 1.5 | -3 | -0.1
O=C(Nc1ccccc1)c1cc2ccccc2s1 | 45* | 6 | -3 | -3 | -11 | 0.3 | -1 | 0.0
Cc1cccc(NC(=O)c2nc[nH]c2C(=O)NCCCCNC(=O)c2[nH]cnc2C(=O)Nc2cccc(C)c2)c1 | -3 | 6 | -2 | 3 | -7 | 0.7 | 0 | 0.1
C[C@H](CO)N1C[C@H](C)[C@H](CN(C)C(=O)Nc2cccc3ccccc23)Oc2ccc(NC(=O)Nc3ccc(F)cc3)cc2CC1=O | -2 | -9 | -9 | 3 | 15 | 0.0 | 5 | -0.2
CCC(=O)Nc1ccc2c(c1)OC[C@@H](C)N(C(=O)c1ccccn1)C[C@@H](C)[C@@H](OC)CN(C)C2=O | -3 | 8 | -47&4 | 1&-2 | 1&-15 | -0.1&7.4 | -1 | 0.3&0.7&-0.1
NC(=O)c1cc2ccccc2o/c1=N\NC(=O)c1ccccc1O | 1 | 18 | 1 | 2 | -8 | 0.2 | -3 | 0.0
COc1ccc(C(C)=O)cc1CON=C1CSCc2ccccc21 | 3 | 1 | 0 | -1 | -38 | -0.1 | 1 | 0.2
CCN(CC)S(=O)(=O)c1ccc(C)c(NC(=O)CSc2nc3ccc(C)cc3[nH]2)c1 | 6 | -5 | -3 | 2 | -7 | 0.3 | -3 | 0.0
Cc1ccc(S(=O)(=O)Nc2ccc3c(c2)C(=O)N([C@H](C)CO)C[C@@H](C)[C@H](CN(C)S(=O)(=O)c2cccs2)OCCCC[C@H](C)O3)cc1 | 0 | 3 | -15 | -2 | 12 | -0.2 | -1 | 0.0
O=C(CNC(=S)N(CCCN1CCOCC1)Cc1cccs1)N1CCCCCC1 | / | / | -6 | 6 | -16 | 0.0 | 5 | 0.0
COC(=O)Cn1c(=NC(=O)CSCC(=O)Nc2cc(C)on2)sc2ccccc21 | 0 | 3 | -5 | 0 | -2 | 0.8 | 4 | 0.1
CCc1noc2cc(-c3ccccc3)n(C)c(=O)c12 | / | / | 15 | 2 | 0 | 0.4 | -1 | 0.6
CN(C)S(=O)(=O)c1cccc(NC(=O)c2ccc3nccnc3c2)c1 | 9 | -2 | -2 | -1 | -15 | -1.4 | / | 0.3

Screening results deposited in PubChem by Broad Institute.
